Source: PubChem
Pf Dd2 growth: Plasmodium falciparum Dd2 growth inhibition | P. falciparum Dd2 growth, SYBR Green, 72 h | Potency, µM (titrated, usually from 28.9 µM), for inactives: at the highest dose activity, negative = inhibition, hits mostly inhibitors | 4.3% of 120,000 active | AID 1347417; active = well fitted inhibition curve with a large enough effect; inconclusive = small, poorly fitted or top-dose-only effect; inactive = no such curve, though single readings can be large or run the other way;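 also: plate controls were DMSO vehicle for no effect and reference drug for full effect; nearly all actives have a fitted effect of over 65% in size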
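Readout: SYBR Green fluorescence, 485 nm excitation, 535 nm emission, after ~16 h lysis at 37C. Before that, Dd2-infected red cells (2.5% hematocrit) grew 72 h with compound, 29 uM top final concentration.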
An asterisk follows results filed as active; i = inactive; ? = inconclusive; [ ] = remark or other dose. Potency is read from the fitted curve at half-maximal effect. Only part of the results is shown. The share of hits here may be higher or lower than overall.

SMILES	Pf Dd2 growth
CCc1cccc(NC(=O)Cn2c(=O)n(CC3CCC(C(=O)NC)CC3)c(=O)c3sccc32)c1 (stereo unspecified)	?
COc1cccc(C(=O)N2C(C(=O)NCC3CCCO3)COC23CCC(C)CC3)c1 (stereo unspecified)	-9%
Cc1ccc(S(=O)(=O)Cc2ccc(C(=O)NCCc3ccc(Cl)cc3)o2)cc1	-9%
COCCNC(=O)c1c(OCC2CC2)cc(=O)n2c1CCOCC2	-12%
Cc1ncc(CO)c(CN2CCCC23Cc2ccccc2CNC3=O)c1O (stereo unspecified)	0%
COCCOC(=O)C1=C(C)N=C2SC=C(CC(=O)NCc3cccc(F)c3)N2C1c1ccccc1 (stereo unspecified)	-18%
CCc1nnc(NC(=O)Cn2nc3c(cc2=O)CCCCC3)s1	-15%
COc1ccc(C(=O)N2CCCC(Cc3ncc(C)n3C(C)C)C2)cn1 (stereo unspecified)	?
COCCNC(=O)c1nc(-c2ccc(F)cc2)c2ccccn12	i
Cc1ccccc1CC(=O)N1CC(C(=O)NCCc2ccncc2)C2(CCOCC2)C1 (stereo unspecified)	-16%
O=C(Cc1cccnc1)N1CCCCCCn2c(nnc2-c2ccc(F)cc2)CC1	-24%
COc1ccc2nc([C@H]3CCN(Cc4cccnc4)C3)[nH]c2c1	-4%[44.1 µM]
Fc1ccc(NC2CCCN(Cc3ccc(C#Cc4cncnc4)cc3)C2)cc1F (stereo unspecified)	i
Cc1nc2c(c(C)nn2-c2ccccc2)c(C)c1CCC(=O)NCCc1ccc(Cl)cc1	22%
CCOc1cc(=O)n2c(c1C(=O)Nc1ccc(C(=O)OC)cc1)CCCC2	97%[activator]
O=C(Cn1c(=O)n(Cc2ccco2)c(=O)c2ccc(C(=O)NC3CCCC3)cc21)Nc1ccc(F)cc1	?
O=C(CSc1nc2ccccc2c2nc(-c3ccccc3)nn12)Nc1ccc(Br)cc1	i
CCC1(N2CCN(S(=O)(=O)c3ccc(Cl)cc3C)CC2)CCN(C(=O)C(C)C)C1 (stereo unspecified)	?
CC(C)(C)c1ccc(CN2CCN(Cc3cc4n(n3)CCNC4)CC2)cc1	-7%
Cc1ccc(-n2c(=O)c3oc4ccccc4c3n(Cc3ccccc3F)c2=O)cc1C	-19%
CNC(=O)[C@@H]1CN(C(=O)c2ccoc2)C[C@H]1COC	18%
COc1ccc(-c2c(C)nn3c(C(F)(F)F)cc(-c4ccc(C)cc4)nc23)cc1	20%
N#Cc1ccc(CN2CCn3c(nnc3-c3ccc(Cl)cc3)C2)cc1	-14%
CCn1nccc1C(=O)N1C[C@@H]2CCCN3CCC[C@@H]([C@H]23)[C@H]1CCCC(=O)NCC1CC1	-19%
C#CCN(CC=C)Cc1cnc(S(=O)(=O)CC2CCCCC2)n1CCOC	i

Reformatted: 4 of the compounds above
COc1ccc(C(=O)N2CCCC(Cc3ncc(C)n3C(C)C)C2)cn1 (stereo unspecified)
  Pf Dd2 growth = ?
COCCNC(=O)c1nc(-c2ccc(F)cc2)c2ccccn12
  Pf Dd2 growth = i
Cc1ccccc1CC(=O)N1CC(C(=O)NCCc2ccncc2)C2(CCOCC2)C1 (stereo unspecified)
  Pf Dd2 growth = -16%
O=C(Cc1cccnc1)N1CCCCCCn2c(nnc2-c2ccc(F)cc2)CC1
  Pf Dd2 growth = -24%

(further entries)
SMILES	Pf Dd2 growth
O=C(O)C[C@@H]1CCN(Cc2ccc(F)cc2)C[C@@H]1CCN1C[C@@H]2C[C@H](C1)c1cccc(=O)n1C2	-5%
CN(C)C[C@@H]1CN(c2ccncn2)C[C@H]1NC(=O)c1cc(C2CC2)[nH]n1	50%[activator]
CN(C)c1ccc(-c2nc(C3CC(=O)N(c4ccc(F)cc4)C3)no2)cc1 (stereo unspecified)	27%
Cc1ccc(S(=O)(=O)Cc2ccc(C(=O)N3CCN(c4cccc(Cl)c4)CC3)o2)cc1	-21%
CC[C@H]1CN(C(=O)NC(C)C)CC[C@H]1CC(=O)N1CCC(C(=O)OC)CC1	0%[44.1 µM]
CCOc1ccc(N(CC(=O)Nc2ccccc2CC)S(=O)(=O)c2c(C)noc2C)cc1	-16%
COc1ccc(-n2nc(C3CCN(Cc4ccc(F)cc4)CC3)[nH]c2=O)cc1	i
CC(=O)Nc1ccc(CN[C@@H]2CO[C@H](CNS(C)(=O)=O)[C@H]2O)cc1	-1%[44.1 µM]
CCN(CCNC(=O)C1CCCN(c2cnn(C)c(=O)c2)C1)c1cccc(C)c1 (stereo unspecified)	?
COCCCNC(=O)CN1C(=O)CSc2ccc(S(=O)(=O)N3CCOCC3)cc21	13%
CCC1(N2CCN(S(=O)(=O)c3ccc(Cl)s3)CC2)CCN(C(=O)C(C)C)C1 (stereo unspecified)	-11%
O=C(Cn1ccn2nc(-c3ccc(F)cc3)c(CO)c2c1=O)Nc1ccc2c(c1)OCCO2	1%
COC(=O)C1=CN(CC(=O)N(C)c2ccccc2)S(=O)(=O)N=C1C	20%
Cc1nc2ncccn2c1C(=O)N1CCNCC(C(=O)O)C1 (stereo unspecified)	6%
CN(C)CC1(O)CCCN(Cc2ccc(Oc3ccc(Cl)cc3)cc2)C1 (stereo unspecified)	?
CC(=O)N1CCN([C@H]2[C@@H]3OC[C@@H](O3)[C@@H](NC(=O)Nc3ccc(F)cc3)[C@@H]2O)CC1	?
COc1ccc(-c2nn(-c3ccccc3)cc2CN2CCC(CO)CC2)c(F)c1	i
O=C(CSc1ccccc1)N1CCc2c([nH]c3ccccc23)C1c1ccc(F)cc1 (stereo unspecified)	?
COc1ccccc1CNC(=O)C(CC(C)C)N1Cc2ccccc2C1=O (stereo unspecified)	i
COC[C@@H]1CN(Cc2ccc(C)o2)C[C@H]1C(=O)N(C)C	-18%
COc1ccc2nc(C[C@@H]3C[C@@H](C(C)C)[C@H](CNC(=O)COCC(=O)O)C=C3C)[nH]c2c1	-16%[44.1 µM]
CCOc1cc(CNC(=O)Cn2c(-c3cccs3)cc3cc(F)ccc32)ccc1OC	?
CCc1cccc(C)c1NC(=O)Cn1c(N(C)Cc2ccccc2)nc(C)cc1=O	11µM*
Cc1nc(C)c(C(=O)NCC2Cn3cccc3C(=O)N2Cc2ccccc2)s1 (stereo unspecified)	10%
COc1ccc2[nH]cc(CCN=C(NC(=O)c3ccccc3OC)Nc3nc(C)cc(C)n3)c2c1	?
Continued.
SMILES	Pf Dd2 growth
CC(C)C[C@H](CO)NC(=O)C[C@@H]1c2nc(NC(=O)C(C)(C)C)sc2C[C@@H]2[C@](C)(CO)[C@H](O)CC[C@]21C	8.9µM*
CN(CCc1ccccn1)[C@@H]1[C@H](O)[C@H](CO)O[C@@H]1CNC1CCOCC1	i
COc1ccc(NC(=O)c2ncoc2-c2ccco2)cc1Cl	?
Cc1nc(C2CC(O)C2)cc(N2CCN(CCc3ccccc3)CC2)n1 (stereo unspecified)	?
Cn1nc2n(c1=O)CCC(NC(=O)CN1CCCC1=O)CC2 (stereo unspecified)	-4%
Cn1cnc(S(=O)(=O)N2CCC(C(=O)N3CCCCCCNC(=O)CC3)CC2)c1	1%
Cc1cc(F)ccc1NC(=O)CCC1CCCN(C(=O)Cc2ccc3c(c2)OCO3)C1 (stereo unspecified)	-1%
CCCC(=O)Nc1cccc(C(=O)NCCN2N=C(c3ccccc3)CCC2=O)c1	?
COc1ccc(CNC(=O)CCCN2C(=O)CSc3c2c(C)nn3-c2ccccc2)c(OC)c1	22%
O=C(c1ccno1)N1C[C@@H]2OCC(=O)N(CC3CCCCC3)[C@@H]2C1	?
O=c1[nH]c(C2CCCN(Cc3ccc(OC(F)(F)F)cc3)C2)nn1-c1ccc(Cl)cc1 (stereo unspecified)	i
COCc1ccc2c(c1)c(OC(C)(C)C(=O)Nc1ccn(C)n1)nn2CCC(C)C	?
Cc1ccc(C(=O)N2CCN(C3CCN(C)C3=O)CC2)cc1C (stereo unspecified)	?
O=C(Nc1ccccc1)O[C@@H]1CO[C@H]2[C@@H]1OC[C@@H]2NC(=S)Nc1ccc(F)cc1	-30%[44.1 µM]
CCCn1c(=O)c2sccc2n2c(CCCC(=O)NCCOC)nnc12	i
COc1cccc2c1Oc1ncccc1N(c1ccc(C(=O)NCc3ccccc3C)s1)C2	?
CCn1ncc(N2CCCC(CC(=O)Nc3ccc(C)c(C)c3)C2)cc1=O (stereo unspecified)	?
Cc1ccc(C)c(CN2C[C@@H]3C(=O)N(CCN4CCc5ccccc5C4)C(=O)[C@@H]3C2)c1	?
Cc1cccc(C)c1NC(=O)CSc1nc(-c2ccccc2)nc2c1Cc1c(CO)cnc(C)c1O2	12%
C[C@@H](NS(C)(=O)=O)c1onc(-c2cccnc2)c1C(=O)O	i
CCc1ccc(CNC(=O)c2cc3c(=O)oc4ccc(C)cc4c3s2)cc1	60%[activator]
CC(C)NC(=O)N(C1CC1)C1CCOC2(CCN(C(=O)C3(c4ccccc4)CC3)CC2)C1 (stereo unspecified)	-14%
COCC1CCN(C(=O)C2CCCN(S(=O)(=O)c3cn(C)cn3)CCC(=O)NCC2)CC1 (stereo unspecified)	31%[activator]
CN(C)Cc1cccc(-c2cc(-c3ccncc3)c3cncn3c2)c1	?
COc1ccc(-c2ccc3nc(-c4ccc(F)c(F)c4)oc3c2)c(OC)c1OC	9%
Following part:
SMILES	Pf Dd2 growth
Cn1nc(C2CCCN(C(=O)CCc3ccccc3)C2)n(-c2ccccc2)c1=O (stereo unspecified)	-19%
COC1CN(C2CCN(C(=O)Cc3ccccc3)CC2)C12CCOCC2 (stereo unspecified)	i
CCOC(=O)c1cccc(NC(=O)CCn2c(-c3ccc(F)cc3)cc(C(=O)OCC)c2C)c1	0.1µM*
COC(=O)[C@H](NC(=O)[C@@]1(O)C[C@@H](O)[C@H](O)[C@@H](NC(=O)Nc2ccc(C)cc2)C1)C(C)C	-12%[44.1 µM]
COc1cccc(NC(=O)C(Cc2ccccc2)NS(=O)(=O)c2ccc3c(c2)c(=O)n(C)c(=O)n3C)c1 (stereo unspecified)	i
Cc1cccc(C(C(=O)N2CCN(CC(=O)NC(C)C)CC2)N(C)C)c1 (stereo unspecified)	-23%
COc1ccc(NC(=O)N2CCC(n3c(C)nc4cccnc43)CC2)cc1OC	i
C=CCc1cccc2cc(-c3nc4ccc(C)cc4[nH]3)c(=O)oc12	-8%
COCc1cn(C[C@H]2C[C@@H]3CCN2C[C@@H]3C(=O)NCc2ccccc2)nn1	0%[44.1 µM]
Cc1ccc(-n2nc(C)c3nc(CCC(=O)Nc4ccc(F)cc4)c(=O)n(C)c32)cc1	56%[activator][5.79 µM]
CCOc1ccc(CC(=O)N2CCc3cc(OC)c(OC)cc3C2COc2ccc3c(C)cc(=O)oc3c2)cc1 (stereo unspecified)	4µM*
Cn1c(Cn2cccn2)nnc1C1CC(NC(=O)c2cc(C#N)c[nH]2)C1 (stereo unspecified)	2%
CCCS(=O)(=O)N1CCC2(CC1)CN(C)CC2COC (stereo unspecified)	-23%
CCCCN(C)S(=O)(=O)c1ccc(C(=O)Nc2sc3c(c2C(N)=O)CC(C)(C)NC3(C)C)cc1	?
CCc1ccc(CNC(=O)C2CCCN(c3nnc(C)c4c(C)n(-c5ccc(OC)cc5)nc34)C2)cc1 (stereo unspecified)	?
CS(=O)(=O)c1ccc(-c2nnc(NC(=O)c3ccc4c(c3)OCCO4)o2)cc1	8%
CCOc1ccc(CC(=O)N2CCC[C@H]2c2nc(-c3ccccc3)no2)cc1	-12%
COc1ccc(CNC(=O)c2c(OCC3CC3)cc(=O)n3c2CCOCC3)cc1	-12%
COc1ccc(OC)c(NC(=O)Cn2c(=O)n(CC3CCCO3)c(=O)c3cc(OC)c(OC)cc32)c1 (stereo unspecified)	-16%
Cc1ccc2nc(-c3ccc(F)cc3)c(NC(C)(C)CC(C)(C)C)n2c1	?
COc1ccccc1N1CCN(C(=O)C[C@@H]2O[C@H](CNS(=O)(=O)c3ccc(Cl)cc3)[C@@H](O)[C@H]2O)CC1	-1%
O=C1c2ccccc2C(=O)C1(c1ccccc1)N1CCN(c2cccc(C(F)(F)F)c2)CC1	?
Cc1ccc2nc(-c3c[nH]c4ccccc34)c(Nc3ccccc3C)n2c1	-24%
COc1cc(Nc2ncnc3onc(-c4ccc(Cl)cc4)c23)cc(OC)c1	?
Cn1cc(CN2CCN(C(=O)Cc3ccsc3)CC2)ccc1=O	-6%
Continued:
SMILES	Pf Dd2 growth
CCn1cc(C(=O)NCc2ccccc2Cl)c(=O)c2cc(S(=O)(=O)N3CCCCCC3)ccc21	-17%
Nc1nc(C2CC(N)C2)cc(N2CCCN(Cc3cccs3)CC2)n1 (stereo unspecified)	?
CCOCc1nc(C2CCCN2C(=O)Cc2cccc(OC)c2)no1 (stereo unspecified)	-12%
CCCC(=O)N1Cc2ccccc2CC2(CCN(CC3CCOCC3)CC2)C1	?
C=CCn1c(-c2ccccc2Cl)cn2cc(C(=O)N3CCCC(O)C3)nc2c1=O (stereo unspecified)	?
O=C(C1Cn2cccc2C(=O)N1Cc1ccccc1)N1CCN(c2ncccn2)CC1 (stereo unspecified)	?

An excerpt from above in order of length of the SMILES, low to high:
SMILES	Pf Dd2 growth
Cn1cc(CN2CCN(C(=O)Cc3ccsc3)CC2)ccc1=O	-6%
Nc1nc(C2CC(N)C2)cc(N2CCCN(Cc3cccs3)CC2)n1 (stereo unspecified)	?
CCCC(=O)N1Cc2ccccc2CC2(CCN(CC3CCOCC3)CC2)C1	?
CCn1cc(C(=O)NCc2ccccc2Cl)c(=O)c2cc(S(=O)(=O)N3CCCCCC3)ccc21	-17%
